Screening data from PubChem BioAssay.
Calpain2 inh: calpain II (pig) inhibition; purified calpain II, fluorogenic peptide substrate, 30 min; inhibition, % at 16 µM; actives 0.37% (n = 220,000); AID 1236;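 active = inhibition above about 50%, limit read from the data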
Cl transport mod: modulators of human KCC2 chloride dependent transport; KCC2 cells, thallium flux FluoZin-2 fluorescence; B-score of Tl+ flux slope (higher = more flux/activation; lower = inhibition) at 10 µM; actives 2.2% (n = 190,000);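 active = thallium flux slope and its plate-corrected score both differing from the plate sample mean at a set confidence after two filtering rounds, in either direction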;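 also: slope of fluorescence scaled to starting intensity during 10 to 20 s after thallium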
Tb hexokinase: blocks Trypanosoma brucei hexokinase 1 activity; actives 0.11% (n = 220,000); AID 1430; inhibition, % at 10 µM; recombinant TbHK1, G6PDH-coupled NADH A340;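 active = inhibition of 50% or more in the single-dose primary screen; inactive = inhibition below 50%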
TRPN1 ag: zebrafish TRPN1 (NompC) channel agonism; HEK293 zebrafish TRPN1-YFP, Fluo-8 calcium fluorescence; 100% = response to 87 µM carbachol; actives 0.18% (n = 220,000); activation, % at 3 µM;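 active = activation above its plate's cutoff, the mean activation of test wells on that plate plus 3 SD, cut at about 19% in these data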;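 also: 0% = DMSO alone and 100% = 87 µM carbachol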
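Material – zebrafish TRPN1-YFP in HEK293 cells · Doses – 3 µM single point · Schedule – dye 1 h 37 °C plus 30 min RT · Signal – Fluo-8 calcium fluorescence, excitation 470-495 nm, emission 515-575 nm · Read-out – % activation versus carbachol response · Control set – carbachol high, DMSO low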
EBV gp42 block: EBV gp42 inhibition | Fluorescence polarization binding assay, mP read-out | actives 0.42% (n = 220,000) | Q1HVG2 | inhibition, % (tested at 21.74 µM); in the data active = inhibition above about 50%
Target sequence (Q1HVG2 whole entry, looked up): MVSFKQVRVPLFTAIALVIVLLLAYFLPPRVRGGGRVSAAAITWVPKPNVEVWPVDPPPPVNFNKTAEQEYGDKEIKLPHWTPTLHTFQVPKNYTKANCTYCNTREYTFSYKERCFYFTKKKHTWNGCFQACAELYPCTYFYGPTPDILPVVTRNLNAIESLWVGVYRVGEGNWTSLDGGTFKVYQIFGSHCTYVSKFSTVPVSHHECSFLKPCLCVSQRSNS
TRPML3 ag: human mucolipin-3 channel agonism; HEK293 TRPML3-YFP, Fluo-8 calcium fluorescence; 100% = the carbachol control signal; activation, % at 3 µM; actives 0.29% (n = 220,000);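 active = activation above its plate's cutoff, the mean activation of the plate's test wells plus 3 SD, cut at about 12% in these data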;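 also: 0% = DMSO only wells and 100% = carbachol wells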
Target sequence (Q8TDD5 whole entry, looked up): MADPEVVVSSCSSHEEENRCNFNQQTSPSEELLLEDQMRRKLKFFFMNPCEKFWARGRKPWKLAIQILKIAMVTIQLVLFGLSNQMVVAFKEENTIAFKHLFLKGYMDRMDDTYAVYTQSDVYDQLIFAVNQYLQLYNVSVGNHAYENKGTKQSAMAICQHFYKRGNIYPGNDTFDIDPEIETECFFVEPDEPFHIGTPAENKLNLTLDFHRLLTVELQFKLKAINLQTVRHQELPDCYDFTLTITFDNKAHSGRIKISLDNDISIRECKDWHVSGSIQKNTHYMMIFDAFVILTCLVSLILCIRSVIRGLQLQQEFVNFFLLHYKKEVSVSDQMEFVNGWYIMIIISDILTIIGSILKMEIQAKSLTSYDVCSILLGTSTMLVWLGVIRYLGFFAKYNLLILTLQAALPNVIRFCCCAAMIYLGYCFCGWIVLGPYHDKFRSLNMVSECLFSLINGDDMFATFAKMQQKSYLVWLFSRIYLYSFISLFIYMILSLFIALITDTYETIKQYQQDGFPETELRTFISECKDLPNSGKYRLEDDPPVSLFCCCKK
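Material: HEK293 cells stably carrying human TRPML3-YFP; compound dosing: single dose, 3 µM final nominal compound, 0.3% DMSO final; incubation: 1-h 37 °C dye load, 5-s basal, 120-s post-compound reads; technique: Fluo-8 intracellular calcium fluorescence, excitation 470-495 nm, emission 515-575 nm; read-out basis: percent activation from peak-to-basal fluorescence ratio, scaled between DMSO and carbachol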
PPC-1+TRAIL kill: kills PPC-1 cancer cells in the presence of TRAIL; PPC-1 cells + TRAIL, ATPLite viability luminescence; actives 0.41% (n = 220,000); cell killing (% activity), % at 4 µM; AID 1443;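 active = cell killing above 50% in the first pass at 4 µM, then a duplicate retest at 5 µM averaging 50% or more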;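 also: plate controls were cells with TRAIL plus DMSO for no effect and medium-only wells lacking cells for full effect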
Furin inhibitor: blocks human furin protease activity; P09958; purified furin, fluorogenic substrate cleavage; inhibition, % at 30 µM; actives 0.061% (n = 220,000); in the data active = inhibition above about 25%; also: inactives centre near -15
Thrombin inh: thrombin (human) inhibition; P00734; alpha-thrombin, Boc-VPR-AMC fluorogenic substrate cleavage; inhibition, % at 5 µM; actives 0.26% (n = 220,000); AID 1046;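 active = inhibition at or above 40%; inactive = inhibition below 40%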;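 also: 0% = enzyme with no compound and 100% = wells without enzyme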
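System – human alpha-thrombin · Medium – pH 7.5 Tris (50 mM) with NaCl 150 mM, Tween 20 0.05% · Compound – single-point dosing at 5 µM, 0.2% DMSO · Incubation – enzyme reaction carried out at room temperature · Technique – fluorescence of released AMC, ex 355 nm, em 460 nm · Read-out basis – % inhibition of thrombin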
* = called active by the depositor; nt = no result given; [ ] = another dose, or the depositor's remark.

molecule,TRPN1 ag,Thrombin inh,Cl transport mod,Tb hexokinase,Furin inhibitor,EBV gp42 block,PPC-1+TRAIL kill,Calpain2 inh,TRPML3 ag
c1ccc2oc(C3=NNC(=NC4CC4)SC3)cc2c1,0.6,0,0.32,-24,-11,-1,15,0,0.4
CCOc1ccc(/C(=N\O)C(C)NO)cc1 (stereo not drawn),0.3,-10,nt,-6,-21,0,18,22,0.5
CCCCOC(=O)CSc1nc2ccccc2o1,0.5,-9,0.0019,-8,-18,-1,2,19,-0.5
CCCn1c(N)c(C(=O)CN2CCc3ccccc3C2)c(=O)n(C)c1=O,0.5,-5,0.064,-14,-23,3,10,4,0.3
Cc1nn2c(nc(N3CCOCC3)c3ccccc32)c1C=C(C#N)C#N,-0.1,-8,-0.014,-4,-12,-12,16,-23,0.0
Cc1nnc(NC(=O)c2oc3c(ccc4ccccc43)c2C)s1,-0.8,2,0.13,-29,-19[20 µM],-16,2,-232,0.1
CCc1cccc(NC(=O)CN(C)S(=O)(=O)c2cccc3nsnc23)c1,-1.7,3,nt,-1,-3[20 µM],-17,19,7,-1.1
Cn1cc(Cl)c(C(=O)OCC(=O)Nc2ccccc2)n1,0.2,4,0.44,-3,-11[20 µM],-33,16,-2,-0.2
CC(=O)c1cccc(NC(=O)c2ccc(N(Cc3ccccc3C)S(C)(=O)=O)cc2)c1,3.4,2,-0.14,1,-19[20 µM],-12,35,15,2.0
CCOC(=O)c1c(CC(C)C)csc1/N=C/C1=C(O)CCCC1=O,3.5,-14,1.1,-9,-7,-11,-16,-19,2.6
Cc1nc2ccccc2c2c1C(=O)NC2=O,1.3,-1,-0.13,-7,-22,-16,7,-13,0.6
Cc1ccnc2nc(C(=O)Nc3nnc(CC(C)C)s3)nn12,1.5,-3,1.2,-23,2[20 µM],8,-10,-22,0.1
O=C(CNC(=O)c1ccc(Cl)cc1)NCCCn1ccnc1,1.3,-2,-0.22,0,-27,-1,-5,-4,0.6
Cc1n[nH]c(C)c1S(=O)(=O)NCCc1ccc(Cl)cc1,1.2,1,0.29,-7,-25[20 µM],1,5,-22,1.2
CCC(C)NC(=O)Cn1c(=O)n(CCCC(=O)NCc2ccccc2Cl)c(=O)c2ccccc21 (stereo not drawn),-0.8,-3,0.66,29,-23[20 µM],-7,-4,0,0.6

Record cards, as listed above.
Record of CCC(C)NC(=O)Cn1c(=O)n(CCCC(=O)NCc2ccccc2Cl)c(=O)c2ccccc21 (stereo not drawn) : TRPN1 ag: -0.8; Thrombin inh: -3; Cl transport mod: 0.66; Tb hexokinase: 29; Furin inhibitor: -23[20 µM]; EBV gp42 block: -7; PPC-1+TRAIL kill: -4; Calpain2 inh: 0; TRPML3 ag: 0.6
Record of CCc1cccc(NC(=O)CN(C)S(=O)(=O)c2cccc3nsnc23)c1 : TRPN1 ag: -1.7; Thrombin inh: 3; Cl transport mod: nt; Tb hexokinase: -1; Furin inhibitor: -3[20 µM]; EBV gp42 block: -17; PPC-1+TRAIL kill: 19; Calpain2 inh: 7; TRPML3 ag: -1.1

The listing picks up, repeating the 2 entries before the break.
molecule,TRPN1 ag,Thrombin inh,Cl transport mod,Tb hexokinase,Furin inhibitor,EBV gp42 block,PPC-1+TRAIL kill,Calpain2 inh,TRPML3 ag
Cc1n[nH]c(C)c1S(=O)(=O)NCCc1ccc(Cl)cc1,1.2,1,0.29,-7,-25[20 µM],1,5,-22,1.2
CCC(C)NC(=O)Cn1c(=O)n(CCCC(=O)NCc2ccccc2Cl)c(=O)c2ccccc21 (stereo not drawn),-0.8,-3,0.66,29,-23[20 µM],-7,-4,0,0.6
COc1ccc(CNC(=O)c2ccc(NC(=O)C3CCCO3)cc2)cc1 (stereo not drawn),0.4,-7,-0.083,2,-19,5,21,19,0.7
CCCCOC(=O)c1ccc(NC(=O)C(CCS(C)(=O)=O)NC(C)=O)cc1 (stereo not drawn),1.0,17,-0.26,6,-20,-3,15,-29,1.0
Cc1ccc(C(=O)Nc2ccccc2C(=O)NCc2ccco2)cc1S(=O)(=O)N1CCCCC1,-2.0,4,1.5,2,4[20 µM],-19,-19,-3,0.1
COc1ccccc1CCn1cc(C#N)c(=O)[nH]c1=O,0.4,-3,-1.6,-6,-10,1,20,-27,0.5
CCn1c(=O)c(C(=O)Nn2c(C)nc3ccccc3c2=O)c(O)c2ccccc21,0.0,-10,-1.9,-9,-20,-15,0,-235,-0.1
CCOC(=O)N1CCN(C(=O)CN(c2ccc3c(c2)OCO3)S(C)(=O)=O)CC1,0.8,-4,-0.018,1,-6[20 µM],-7,20,23,-0.1
O=C(NNC(=O)c1cccnc1)Nc1ccc([N+](=O)[O-])cc1,1.0,34,-0.2,-20,-10,4,24,32,0.1
CC(C)OC(=O)/C(C#N)=C/c1cn(Cc2ccccc2)c2ccccc12,0.8,-2,-0.69,-2,1,-2,-5,11,0.0
Cc1ccc(-c2noc(CN(C(=O)C34CC5CC(CC(C5)C3)C4)C(C)C)n2)cc1,0.8,3,nt,0,-15,-6,14,22,-0.1
CCC(SC1=N/C(=C/c2ccccc2)C(=O)N1c1ccccc1)C(=O)Nc1cc(C)on1 (stereo not drawn),0.5,-7,1.4,-10,-1,16,-3,2,0.1
O=C1CC(N2CCN(Cc3ccccc3)CC2)C(=O)N1CCc1ccccc1 (stereo not drawn),1.0,4,-0.71,-6,-16,-9,-8,-29,0.9
C=CCn1c(-c2cccn(Cc3ccc(Cl)cc3Cl)c2=O)n[nH]c1=S,1.3,2,-1.8,-11,-21,-11,-3,-10,-0.2
CC(C)n1c(SCC(=O)Nc2ccccc2N2CCCCC2)nc2c1c(=O)n(C)c(=O)n2C,0.4,7,nt,1,-7,3,1,26,0.4
O=C(Nc1ccc(Cl)c(Cl)c1)c1ccc(Cn2cc(Cl)cn2)cc1,-1.3,-12,-0.07,2,14,-14,25,53*,0.8
O=C(CSc1cccc[n+]1[O-])c1cccs1,2.4,-2,0.48,-3,-14,-17,17,-9,1.5
N#Cc1ccccc1NC(=O)C1SC(=Nc2ccccc2)C(C(=O)Nc2ccc(Cl)cc2)=C1N (stereo not drawn),-1.3,-6,-0.22,-8,-22,-43,2,-123,0.2
CN1CCN(C2=Cc3ccc(Cl)cc3Sc3ccc(F)cc32)CC1,1.6,1,0.15,-2,-29[20 µM],-6,13,-20,0.4
CCn1c(C(Cc2ccccc2)NC(=O)COC)nc2ccccc21 (stereo not drawn),0.5,-5,0.13,-1,-5,-16,4,-10,-0.8
CCOC(=O)c1nc2sc3c(c2c(=O)[nH]1)CCC(C)C3 (stereo not drawn),-1.0,-1,0.22,-18,-22,-23,-3,-316,-0.4
Cc1ccc(-c2nc3ccccc3[nH]2)cc1NC(=O)/C=C/c1ccco1,-2.2,-3,nt,-11,1[20 µM],-2,25,-41,-1.1
O=C(O)COc1c(-c2ccc(Cl)cc2)oc2ccccc2c1=O,1.6,-5,-0.14,-40,-19,-4,-8,-17,0.3
Cc1cc(=O)oc2cc(OCC(=O)N3CCOCC3)ccc12,-1.0,3,0.95,-12,-25[20 µM],-16,17,-24,0.6
CC12C=CC(=O)C=C1CCC1C3CCC(O)(C(=O)CO)C3(C)CC3OC312 (stereo not drawn),0.2,-1,-0.63,-1,-21,-7,2,3,0.7
Cc1cccc(N(CC(=O)NCc2ccc3c(c2)OCO3)C(=O)CCC(=O)Nc2ccccn2)c1C,1.2,0,-0.3,-7,-25,8,-1,3,0.5
COc1ccc(COC(=O)N/N=C(\C)CC(=O)Nc2ccc(Cl)cc2)cc1,-1.3,-13,-0.25,35,-7,0,-12,6,-0.2
O=C(COc1ccccc1)NNC(=O)COc1ccc([N+](=O)[O-])cc1,0.5,-3,-0.75,-6,-24,-7,23,14,-0.2
c1cncc(CN=C2Nc3ccccc3CS2)c1,-0.1,-7,0.39,-6,-23,-15,7,-4,0.7
CCSc1nnc(NC(=O)[C@@H](NC(=O)c2ccc(C(C)(C)C)cc2)C(C)C)s1,1.2,2,0.85,4,-22,0,13,13,0.1
Cc1ccc2ccc(C)[n+](CCCS(=O)(=O)[O-])c2c1,2.2,17,1.5,-2,-31,-41,-4,-32,0.2
CCCc1nc(SCC(=O)N2CCCc3ccccc32)c2c(=O)n(C)c(=O)n(C)c2n1,0.9,-6,-1.1,0,-7,3,10,62*,0.7
Cc1ccc2nc(-c3cccc(NS(C)(=O)=O)c3)cc(-c3ccccc3)c2c1,-0.5,-4,-0.34,-27,7,29,4,3,-0.2
CC1CCN(C(=O)CSc2nnc(CN3CCOCC3)n2-c2ccccc2)CC1,1.4,-6,0.18,-1,-3[20 µM],-9,11,8,0.6
CCOC(=O)Cc1c(C)nc2cc(C)nn2c1C,-0.6,-1,0.15,-2,-21[20 µM],-5,25,7,0.8
COc1cc2c(cc1NC(=O)CSc1ccccc1)oc1ccccc12,0.2,-5,-0.33,2,-12,-24,5,14,-0.2
O=C(CC1SC(=Nc2ccc(O)cc2)NC1=O)Nc1ccccc1 (stereo not drawn),0.6,-7,0.64,-4,-16,-4,3,-15,0.9
N#CCC(=O)NNc1c([N+](=O)[O-])cc(C(F)(F)F)cc1[N+](=O)[O-],-1.4,0,0.023,-14,-15,-11,18,-2,0.5
CCOc1ccc(CNCc2ccccc2Cl)cc1,-0.2,-2,-0.047,2,-22,5,5,4,-0.2
CC(Oc1ccccc1)C(=O)NC1C(=O)N2C1SC(C)(C)C2C(=O)O (stereo not drawn),0.2,-4,0.033,-1,-22,-13,17,-11,1.2
CSc1ccccc1Nc1ncnc(N)n1,1.1,-5,0.5,-3,-4,5,8,12,-0.3
O=C(NCc1ccccc1)c1ccc(=O)oc1,-1.3,5,-1.2,-115,19,5,9,3,1.0
